# BRCA1 expr act – activators of BRCA1 expression | MCF7-BRCA1-FFLuc reporter, luminescence, 48 h; response scale: scaled: vehicle 0%, 10 µM genistein 100% | hit rate 1.1% among 380,000 | AID 624202 | Potency, µM (doses to about 46.1 µM), without a hit: at the highest dose activation, hits mostly activators; also: potency is read from the fitted curve at half-maximal effect; nearly all actives have a fitted effect of over 80% in size; some results filed as inactive show a strong effect at the top dose
#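 MCF7 cells carrying a BRCA1-firefly luciferase reporter (2000 cells/well, phenol-red free MEM) were attached for 2 h at 37 °C, then given compounds for 48 h. Luminescence was read 15 min after luciferase reagent; activity normalized to genistein (10 microM) and DMSO.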
# Integrin act MD – activates integrin-mediated alleviation for muscular dystrophy; alpha7betagal myoblasts, beta-gal FDG fluorescence, 48 h; Potency, µM (series often up to 38.3 µM), for inactives: at the top dose activation, most hits filed as activators; hit rate 0.064% among 350,000;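 also: potency is read from the fitted curve at half-maximal effect; 100% = response of the positive control SU9516; nearly all actives have a fitted effect of over 60% in size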
#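 alpha7betagal+/- myoblasts (passage 13, 250/well) treated 48 h at 37C with compounds at 1:260 dilution of DMSO stock. Lysed, then beta-galactosidase activity read as FDG fluorescence (ex 480/em 540) after 30 min, with pre-read for autofluorescence.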
# B2AR arrestin – agonists driving beta-arrestin recruitment to human beta2-adrenergic receptor; P07550; beta-arrestin recruitment to beta2AR, cell-based reporter; Potency, µM (highest dose often 46.1 µM), without a hit: at the top dose activation, usual class: activators; hit rate 0.02% among 330,000; AID 492947;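 also: potency is read from the fitted curve at half-maximal effect; 0% = DMSO controls and full agonism = EC100 isoproterenol or metaproterenol; nearly all actives have a fitted effect of over 65% in size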
# Target sequence (P07550 whole entry, looked up): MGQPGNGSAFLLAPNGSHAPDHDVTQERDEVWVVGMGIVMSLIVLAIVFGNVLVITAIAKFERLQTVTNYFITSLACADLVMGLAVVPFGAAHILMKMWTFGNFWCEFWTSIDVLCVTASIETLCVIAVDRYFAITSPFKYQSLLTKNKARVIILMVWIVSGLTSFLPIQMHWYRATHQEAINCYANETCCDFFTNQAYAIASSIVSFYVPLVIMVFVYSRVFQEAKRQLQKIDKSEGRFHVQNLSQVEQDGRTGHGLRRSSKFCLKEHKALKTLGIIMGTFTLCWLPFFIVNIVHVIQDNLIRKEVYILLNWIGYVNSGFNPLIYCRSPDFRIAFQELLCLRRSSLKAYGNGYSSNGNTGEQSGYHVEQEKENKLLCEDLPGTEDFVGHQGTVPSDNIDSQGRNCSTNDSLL
# p53 reactivator – mutant p53 re-activation in reporter cells. H1299 p53-A138V BP100-luciferase reporter, luminescence, 24 h. Potency, µM (doses to about 92.2 µM), for the others: at the top dose activity change, positive = activation, actives largely listed as activators. hit rate 0.063% among 320,000. AID 504706; also: potency is read from the fitted curve at half-maximal effect; % of control where 0% means no effect; nearly all actives have a fitted effect of over 45% in size
#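 p53-null H1299 cells stably carrying temperature-sensitive p53-A138V and a BP100-luciferase reporter were pinned with compounds (4-point, 1:5 series) and held 24 hrs at 37 deg C. Luminescence was read 10 min after detection reagent.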
# CXXC DNA block – MLL CXXC-DNA interaction inhibition | hit rate 0.037% among 290,000 | AID 2662 | MLL-CXXC / FITC-HOXA9 DNA fluorescence polarization | Potency, µM (series often up to 115 µM), inactives show top-dose activity change, negative = inhibition, most hits filed as inhibitors | Q03164; active = well fitted inhibition curve with a large enough effect in the polarisation, with a control signal flat, not every such curve was filed as active; inconclusive = small, poorly fitted or top-dose-only effect, or effect the other way, or a change in a side signal; inactive = no such curve, though single readings can be large or run the other way; the % refers to the polarisation; also: potency is read from the fitted curve at half-maximal effect
#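 Fluorescence polarization: 7 uM MLL-CXXC (stock) preincubated 5 min with compounds, then 50 nM fluorescein-HOX-A9 DNA (stock) added; 30 min ambient. Buffer 50 mM Tris-HCl pH 7.5, 50 mM NaCl, 1 mM DTT, 0.05% BSA.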
# TRPV1 ag – activates the human vanilloid receptor TRPV1 | activation, % at 8.33 µM | AID 540275 | hit rate 0.19% among 320,000 | Q8NER1 | TRPV1-expressing cells, Fluo-8 calcium influx, agonist mode; in the data active = activation above about 80%; inconclusive = between about 30% and that limit; also: 0% is about no effect
#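 Cells expressing TRPV1 were dye-loaded with Fluo-8 and read kinetically: 10 s baseline, 3 min after compound (agonist portion), then 2 min after EC20 capsaicin (allosteric enhancer portion). Calcium-bound dye fluorescence at 480/520 nm.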
# TSG101-PTAP inh – blocks PTAP/TSG101 interaction to inhibit HIV-1 budding; Q99816; Fluorescence polarization, FITC-PTAP peptide / Tsg101 binding; Potency, µM (highest dose often 115 µM), without a hit: top-dose activity change, negative = inhibition, most hits filed as inhibitors; 340,000 tested, under 10 active; AID 493005; active = well fitted inhibition curve with a large enough effect in the main read-out, with a control signal flat, not every such curve was filed as active; inconclusive = small, poorly fitted or top-dose-only effect, or effect the other way, or a change in a side signal; inactive = no such curve, though single readings can be large or run the other way; also: potency is read from the fitted curve at half-maximal effect; % of control where 0% means no effect
# Target sequence (Q99816 whole entry, looked up): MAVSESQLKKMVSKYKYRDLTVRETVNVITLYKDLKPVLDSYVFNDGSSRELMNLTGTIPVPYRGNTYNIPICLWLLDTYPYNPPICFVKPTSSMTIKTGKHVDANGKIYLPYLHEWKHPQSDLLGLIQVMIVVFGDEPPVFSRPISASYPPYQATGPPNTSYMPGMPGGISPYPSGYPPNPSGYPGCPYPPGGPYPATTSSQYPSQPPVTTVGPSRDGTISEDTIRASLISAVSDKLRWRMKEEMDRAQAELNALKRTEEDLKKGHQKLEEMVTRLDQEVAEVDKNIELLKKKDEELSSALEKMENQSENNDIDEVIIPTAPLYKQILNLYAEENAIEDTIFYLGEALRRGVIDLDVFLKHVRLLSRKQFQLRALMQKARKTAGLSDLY
#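 Fluorescence anisotropy tracks displacement of a FITC-tagged PTAP peptide (50 nM) from the Tsg101 binding domain (10 uM), following a 20 min room-temperature incubation at pH 7.5.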
# AT treatment – candidate therapy for ataxia-telangiectasia. […] A-T fibroblasts, KAP-1 phosphorylation AlphaLISA; neocarzinostatin DNA damage 30 min before lysis. Potency, µM (top dose mostly 57.5 µM), without a hit: top-dose activation, most hits filed as activators. hit rate 0.19% among 320,000. AID 485349; also: potency is read from the fitted curve at half-maximal effect; % of control where 0% means no effect; nearly all actives have a fitted effect of over 45% in size
#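 hTERT-immortalized A-T patient fibroblasts ([…]), 500 cells/well in OPTI-MEM, 1% FBS, got compounds for 60 min, then NCS for 30 min at 37C. Lysates were then assayed for phospho-KAP-1 by AlphaLISA (anti-pKAP1 donor, anti-KAP1 acceptor beads), 6 hr at 25C.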
# TCR activator – activators of T cell receptors | primary human leukocytes, anti-CD3, IL-2 HTRF, 48 h | AID 504894 | 330,000 tested, under 10 active | Potency, µM (series often up to 9.22 µM), for the others: at the top dose activation of IL-2 secretion, usual class: activators; also: % of control where 0% means no effect
#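 Primary human leukocytes receive a-CD3 beads and test compound and are incubated 48 hr. Secreted IL-2 is then assayed by HTRF, measuring 665nm acceptor emission after 320nm excitation of the europium donor.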
# ELG1 repair inh – blocks ELG1-dependent DNA repair in HEK293T cells | Potency, µM (top dose mostly 46.1 µM), for inactives: at the top dose activity change, negative = inhibition, hits mostly inhibitors | hit rate 2.3% among 330,000 | AID 504467 | HEK293T ELG1-luciferase reporter, luminescence, 16 h; DNA damage induced by 5-fluorouridine; also: potency is read from the fitted curve at half-maximal effect; % is scaled to controls: 0 for no effect and ±100 for the full control effect; nearly all actives have a fitted effect of over 55% in size
#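 Cells (2,000 per well) received 5-fluorouridine plus test compound or DMSO and were incubated 16 hr at 37 °C, 5% CO2. Luciferase activity was read by luminescence 30 min after ONE-Glo addition; signal suppression marked inhibition of damage-induced ELG1 function.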
# An asterisk follows results filed as active; u = inconclusive; x = not tested or not shown; [ ] = another dose, or the depositor's remark. Unless noted, calls follow the shape of the dose curve; as a rule, active = well fitted curve in the direction sought with a large enough effect; inconclusive = small, poorly fitted or top-dose-only effect, or another doubt; inactive = no such curve, though single readings can be large; an effect the other way counts as inactive or inconclusive. Random draw from the library, and some 3.8% of all compounds hit somewhere here.
SMILES | TCR activator | ELG1 repair inh | p53 reactivator | AT treatment | CXXC DNA block | BRCA1 expr act | Integrin act MD | B2AR arrestin | TRPV1 ag | TSG101-PTAP inh
CCc1cc2c(=O)c(-c3ccc4c(c3)OCCO4)coc2cc1OS(C)(=O)=O | -4.8%[46.1 µM] | u | u | -2.2% | 22.8% | -43.3% | -22.7% | 1.0% | -1.9 | -1.1%
Cc1cc(NC(=O)c2ccc3c(c2)OCCO3)no1 | -1.7% | u | x | 2.2% | 6.2% | -70.2%[inhibitor] | 5.0% | -0.2% | 9.2 | -2.7%
CN(C)S(=O)(=O)c1cccc(N=C2NN=C(c3ccccc3)CS2)c1 | 3.2%[46.1 µM] | u | u | -7.0% | -4.6% | -67.1% | -66.2%[inhibitor] | -0.1% | 0.2 | -11.1%
NS(=O)(=O)c1ccc(CCNC(=O)COC(=O)c2ccc([N+](=O)[O-])o2)cc1 | 1.5%[46.1 µM] | 5.9% | 8.4% | -6.3% | x | -1.5% | -12.7% | -0.6% | x | -1.9%
COc1ccc(N2CCN(C(=O)c3ccc4c(c3)NC(=O)C(CSCc3c(F)cccc3Cl)N4)CC2)cc1 (configuration not stated) | x | 7.9% | 3.5% | -9.3% | -3.2% | x | x | 0.3% | -2.1 | x
O=C(Cn1nc(-c2ccccc2)c2ccccc2c1=O)Nc1cccc(O)c1 | -3.6% | 0.4% | -2.9% | 0.7% | 2.8% | -25.9% | 13.4% | -0.9% | 21.0 | 1.7%
O=C(COc1ccccc1[N+](=O)[O-])Nc1ccccc1N1CCCCC1 | 2.2% | -7.6% | -8.7% | 9.9% | 2.8% | -47.1% | -0.5% | -0.8% | u | -7.2%
COc1ccc2nc3n(c(=O)c2c1)-c1ccc(Cl)cc1C(=O)NC3Cc1ccccc1 (configuration not stated) | x | u | -4.2% | 19.2% | x | x | x | 7.8% | x | x
COc1ccc(S(=O)(=O)Cc2ccc(C(=O)N3CCN(C(=O)c4ccco4)CC3)o2)cc1 | -6.3% | -5.6% | 13.2% | 22.3% | 3.8% | 0.0% | -4.2% | -0.4% | x | -2.5%
c1nc2nc3c(c(N4CCOCC4)n2n1)CCCC3 | 12.8% | 0.0% | 2.6% | 0.5% | -10.9% | -6.7% | 6.3% | 0.2% | 0.7 | 1.5%

# Going on with the list.
SMILES | TCR activator | ELG1 repair inh | p53 reactivator | AT treatment | CXXC DNA block | BRCA1 expr act | Integrin act MD | B2AR arrestin | TRPV1 ag | TSG101-PTAP inh
NC(=NCCc1ccccc1)NC(=O)c1cc(Cl)ccc1O | 9.7% | x | x | x | x | 86.4% | u | x | x | -6.9%
COc1ccc(S(=O)(=O)Nc2cccc(S(=O)(=O)N3CCCCCC3)c2)cc1 | -9.1%[46.1 µM] | -8.3% | -0.3% | 3.3% | -9.4% | -5.9% | -20.8% | -0.4% | 12.0 | -1.6%
Cc1cc(C(=O)N2CCOCC2)n(-c2ccccc2)n1 | -0.8% | 3.3% | 0.0% | -8.6% | 0.4% | 6.6% | 17.3% | 0.1% | x | -0.4%
COc1ccc(N2C(=O)CSC2c2ccc3c(c2)OCO3)cc1 (configuration not stated) | 2.7% | 0.6% | -0.2% | 2.0% | -3.4% | 2.9% | -10.9% | -0.3% | -4.8 | -6.3%
O=C(O)c1ccnc(SCC(=O)c2ccccc2)c1 | -1.7%[46.1 µM] | 7.3% | 5.6% | 1.4% | 0.6% | -22.5% | -2.9% | -0.3% | 2.5 | -3.4%
NC12CC3CC(C1)CC(O)(C3)C2 | 4.1% | 0.7% | 0.9% | -2.1% | 1.7% | -2.0% | 22.4% | -0.7% | 1.2 | -5.7%
CCN(CC)c1ccc(N=C2C=CC(=O)C=C2NC(C)=O)cc1 | 8.8% | x | x | x | x | 15.9% | -17.4% | x | x | -1.0%
CCOC(=O)c1c(C)[nH]c(C)c1C(=O)CSc1nnc(-c2ccncc2)n1C | 3.4% | -0.1% | -6.0% | 7.1% | 1.1% | -0.1% | -15.9% | 0.0% | 8.2 | -0.8%
Cc1ccc(S(=O)(=O)N2CCOCC2)cc1NC(=O)CSc1nc(N)cc(=O)[nH]1 | 6.8% | 5.9% | -4.5% | -1.1% | -3.9% | 12.1% | -31.5% | -0.9% | 2.0 | -1.6%
Cc1ccc(S(=O)(=O)N(CC(=O)NCc2ccco2)Cc2ccccc2F)cc1 | 0.6% | -0.1% | -4.5% | 0.2% | -4.0% | -39.0% | -19.7% | 0.4% | 27.5 | -1.4%

# More compounds follow.
SMILES | TCR activator | ELG1 repair inh | p53 reactivator | AT treatment | CXXC DNA block | BRCA1 expr act | Integrin act MD | B2AR arrestin | TRPV1 ag | TSG101-PTAP inh
Cc1cc(C)nc(NC(=O)Cc2cccs2)n1 | 0.9% | 9.6% | 4.1% | 2.9% | 0.2% | 17.0% | -13.5% | 0.0% | 1.3 | -5.4%
COC(=O)c1ccc(/C=C/C(=O)OCC(=O)NCc2cccs2)cc1 | 2.2% | u | 20.9% | 1.5% | x | 8.6% | 17.8% | -0.1% | x | -0.2%
Cc1c(C(=O)Nc2nccs2)oc2ccc(Br)cc12 | -3.8% | u | u | 33.1% | x | -23.5% | 11.4% | -0.3% | x | -1.5%
OC(CNCC(c1ccc(Cl)cc1Cl)c1c[nH]c2ccccc12)c1ccccc1 (configuration not stated) | 3.8% | u | -10.9% | -6.9% | 38.8%[activator] | -77.9% | -63.7%[inhibitor] | -0.4% | 8.6 | 0.4%
CC(=O)OCC(=O)C1CCC2C3CCC4=CC(=O)C=CC4(C)C3CCC12C (configuration not stated) | 8.0% | x | x | x | x | -37.8% | 6.4% | x | x | 0.2%
CCCSc1nnc(-c2c[nH]c3ccccc23)n1C | 6.3% | u | u | 3.5% | -6.3% | u | 11.8% | -1.2% | 2.3 | 2.0%
CN1C(=O)Cc2cc(S(=O)(=O)NCCc3ccc(Cl)cc3)ccc21 | 5.5% | 16.7% | 1.8% | 11.0% | -6.5% | -0.5% | 11.3% | 0.7% | -1.5 | -9.6%
CCOc1ccc(CCNC(=O)c2nnc(Cc3ccc(F)cc3)o2)cc1OCC | -3.3% | -1.0% | 4.4% | 14.9% | -2.3% | -17.6% | -16.1% | -1.5% | 27.6 | -2.0%
N/C(=N\c1nc2c(c(=O)[nH]1)CCCC2)Nc1ccccc1Sc1ccccc1 | -2.0% | u | -6.0% | x | -1.9% | -62.5% | -29.3% | -1.6% | -1.1 | -0.3%
CN(Cc1ccccc1)C(=O)C1CCCN(c2ncnc3c2nc2n3CCCCC2)C1 (configuration not stated) | 0.7% | u | -9.8% | -11.2% | -15.2% | 0.0% | -17.7% | -0.7% | 26.9 | 1.0%

# Next structures:
SMILES | TCR activator | ELG1 repair inh | p53 reactivator | AT treatment | CXXC DNA block | BRCA1 expr act | Integrin act MD | B2AR arrestin | TRPV1 ag | TSG101-PTAP inh
COC(=O)c1ccc(NC(=O)COc2ccc(C3C(C#N)=C(N)Oc4c3ccc3ccccc43)cc2OC)cc1 (configuration not stated) | -0.6% | -21.5% | 0.1% | 2.5% | 32.7%[activator] | -22.0% | -9.9% | -0.4% | -0.6 | -1.5%
O=C(Nc1c2c(nn1-c1ccc(F)cc1)CS(=O)(=O)C2)c1ccc2c(c1)OCO2 | -1.1% | 0.5% | -0.5% | 4.2% | 6.4% | 6.6% | u | -0.1% | 1.5 | -5.2%
CCN(CC)S(=O)(=O)c1cc(C(=O)OCC(=O)NC2CCCc3ccccc32)ccc1C (configuration not stated) | 1.7%[46.1 µM] | 1.0% | -10.2% | -4.7% | 1.2% | 1.6% | 10.3% | -0.1% | 0.6 | -2.4%
O=C(OCCSCCOC(=O)C1CC=CCC1)C1CC=CCC1 (configuration not stated) | 2.7% | x | x | x | x | 1.4% | 12.4% | x | x | 0.8%
